Assay outcomes: PubChem BioAssay, several laboratories
NR1D1 modulator: modulators of Rev-erb alpha DNA binding, primary screen, biochemical, FITC-DNA, fluorescence polarization, uHTS. Nuclear receptor subfamily 1 group D member 1 (Homo sapiens), P20393. Rev-erbα–FITC-DNA binding, 90 min. activity, % at 10 µM. 370,000 compounds, 0.79% hits. AID 1259318, 2017;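 active means activity above about 14%, limit read from the data; passing the limit was not always enough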;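 further: 0% = DMSO wells with 35 nM protein and 100% = DMSO wells with 750 nM protein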
hcDAF12 agonist: H. contortus DAF-12 nuclear receptor activators, primary screen, cell-based, luminescence, HEK293, lit1-tk-luc reporter; HEK293 hcDAF-12 lit1-tk-luc reporter; 0% DMSO, 100% Δ7-dafachronic acid; activation, % at 6.8 µM; 370,000 compounds, 1.4% hits; AID 652067, 2013;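 active means activation above the mean of all tested compounds plus 3 SD, cut at about 5.5% in these data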;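 further: 100% = response to 3 µM Δ7-dafachronic acid high control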
DAX1 inh-1: DAX1 (NR0B1) inhibitors, primary screen, cell-based, HEK293, Gal4-DAX1, luciferase luminescence. Nuclear receptor subfamily 0 group B member 1 (Homo sapiens), P51843. HEK293 Gal4-DAX1 luciferase reporter. AID 504766, 2011. inhibition, % at 6.75 µM. 340,000 compounds, 0.99% hits;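 active means inhibition above the mean over all tested compounds plus 3 SD, cut at about 4.2% in these data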;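 further: 0% = DAX1-transfected cells with DMSO and 100% = empty-vector control cells with DMSO; inhibition shows as a rise in luminescence from relieved DAX1 repression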
DAX1 inh-2: DAX1 (NR0B1) inhibitors on StAR promoter, primary screen, cell-based, luminescence, SF-1 (NR5A1), full-length DAX-1; inhibition, % at 6.8 µM; AID 652010, 2013; 370,000 compounds, 1.1% hits; HEK293T StAR-luciferase reporter, SF-1/DAX-1 repression relief;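 active means inhibition above the mean over all tested compounds plus 3 SD, cut at about 3.6% in these data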;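 further: 0% = DAX-1 cells with DMSO and 100% = cells lacking DAX-1 with DMSO; higher inhibition means more luminescence from relief of DAX-1 repression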
SMARCA2 activ: SMARCA2 (BRM) function activators, primary screen, cell-based, luminescence, high throughput; MG213 cells, MMTV-luciferase reporter, dexamethasone, overnight; activation, % at 9.1 µM; 370,000 compounds, 1% hits; AID 652017, 2013; in the data active means activation above about 7.8%;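 further: 0% = vehicle wells and 100% = reference activator wells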
FXN GAA850 act: FXN promoter activators, primary screen, cell-based, luciferase luminescence, HEK293 lucGAA850; AID 540364, 2011; activation, % at 6 µM; 360,000 compounds, 0.56% hits; HEK293 lucGAA850 FXN promoter luciferase reporter, 24 h; percent of 10 µM SAHA response;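 active means activation above the average of all compounds screened plus 3 SD, cutoff fixed separately per campaign, cut at about 7.5% in these data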;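 further: 0% = DMSO wells and 100% = 10 µM SAHA wells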
PG9 binder: binders of HIV-1 gp120 antibody PG9, primary screen, biochemical, TR-FRET. HIV-1 gp120 / PG9 antibody interaction. TR-FRET gp120-PG9 antibody binding. inhibition, % at 6.7 µM. 360,000 compounds, 0.43% hits. AID 624416, 2012; in the data active means inhibition above about 8.5%
PLC-beta3 inh: human PLC-beta3 inhibitors, primary screen, biochemical, fluorescence. 1-phosphatidylinositol 4,5-bisphosphate phosphodiesterase beta-3 (Homo sapiens), Q01970. Purified PLC-beta3, fluorogenic substrate. inhibition, % at 12.2 µM. 370,000 compounds, 0.18% hits. AID 720704, 2013; in the data active means inhibition above about 11%;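 further: 0% = median of compound wells on plate and 100% = full blocker control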
hgDAF12 agonist: H. glycines DAF-12 receptor agonists, primary screen, cell-based, luminescence, HEK293, GAL4 fusion, UAS-luciferase; HEK293 GAL4-hgDAF12 UAS-luciferase reporter, agonist luminescence; normalized to butyrate control; activation, % at 6.8 µM; 370,000 compounds, 1.8% hits; AID 687014, 2013;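 active means activation above a cutoff set at the mean of all screened compounds plus 3 SD, cut at about 10% in these data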;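 further: 0% = DMSO wells and 100% = sodium butyrate wells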
ssDAF-12 act: S. stercoralis DAF-12 nuclear receptor activators, primary screen, cell-based, luminescence, HEK293, GRIP1 co-expression, lit1-tk-luc; 370,000 compounds, 1% hits; AID 652126, 2013; Nuclear hormone receptor DAF-12 (Strongyloides stercoralis); HEK293 ssDAF-12/GRIP1 lit1-tk-luc reporter; % of 3 µM dafachronic acid response; activation, % at 6.8 µM;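 active means activation above the mean over all tested compounds plus 3 SD, cut at about 0.9% in these data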;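 further: 0% = DMSO-only wells and 100% = 3 µM delta7-dafachronic acid wells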
sPLA2-III inh: human group III sPLA2 inhibitors, primary screen, biochemical, QFRET, BODIPY PC-A2 liposome substrate; inhibition, % at 12.2 µM; AID 743126, 2013; QFRET BODIPY PC-A2 liposome hydrolysis, fluorescence; Group 3 secretory phospholipase A2 (Homo sapiens), Q9NZ20; 370,000 compounds, 0.56% hits;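 active means inhibition above mean plus 3 SD of compounds lying within the high and low control bounds, cut at about 19% in these data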;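 further: 0% = median of test compound wells and 100% = no enzyme DMSO wells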
An asterisk follows results filed as active. Rows were taken by chance; any-hit rate near 7%.

`O=C1CCN(Cc2ccccc2)C=C1c1ccc(C(F)(F)F)cc1` gave NR1D1 modulator -3, hcDAF12 agonist 0.9, DAX1 inh-1 0.6, DAX1 inh-2 -0.7, SMARCA2 activ -1, FXN GAA850 act 2.0, PG9 binder -1.9, PLC-beta3 inh -3, hgDAF12 agonist 3.1, ssDAF-12 act -1.4 and sPLA2-III inh -3.
O=C(CN1CCCC1)OCCCc1ccccc1 was read as NR1D1 modulator -2, hcDAF12 agonist -0.8, DAX1 inh-1 1.1, DAX1 inh-2 -0.1, SMARCA2 activ 1, FXN GAA850 act -0.9, PG9 binder -0.7, PLC-beta3 inh -1, hgDAF12 agonist 2.9, ssDAF-12 act -0.9 and sPLA2-III inh -1.
For Cc1cc(C)c2nc(C(F)(F)F)nc(NCCCN3CCOCC3)c2c1 the results were NR1D1 modulator 2, hcDAF12 agonist -0.1, DAX1 inh-1 -1.9, DAX1 inh-2 -0.3, SMARCA2 activ 1, FXN GAA850 act 0.6, PG9 binder -0.8, PLC-beta3 inh 5, hgDAF12 agonist -0.7, ssDAF-12 act -0.4 and sPLA2-III inh -13.
`Cc1cccc(S(=O)(=O)NC(=O)C2(C)CCN2C(=O)CC2CCCCC2)c1` (stereo not given) gave NR1D1 modulator 2, hcDAF12 agonist -0.8, DAX1 inh-2 -0.3, SMARCA2 activ -3, FXN GAA850 act -0.2, PG9 binder -1.4, PLC-beta3 inh -3, hgDAF12 agonist 0.4, ssDAF-12 act -1.2 and sPLA2-III inh -10.
`COC(=O)[C@@H](NCc1cccc(CN([C@H](C(=O)OC)C(C)C)S(C)(=O)=O)c1)C(C)C` gave NR1D1 modulator -4, hcDAF12 agonist -0.6, DAX1 inh-1 0.1, DAX1 inh-2 -0.7, SMARCA2 activ 0, FXN GAA850 act -0.2, PG9 binder -1.2, PLC-beta3 inh 1, hgDAF12 agonist 1.7, ssDAF-12 act -0.5 and sPLA2-III inh -3.
For COc1ccc(-n2c(C)c([N+](=O)[O-])c3ccc(O)c(CN4CCCCC4)c32)cc1 the results were NR1D1 modulator 7, hcDAF12 agonist -1.9, DAX1 inh-1 1.9, DAX1 inh-2 0.0, SMARCA2 activ -3, FXN GAA850 act -7.0, PG9 binder -4.3, PLC-beta3 inh 4, hgDAF12 agonist 10, ssDAF-12 act -1.1 and sPLA2-III inh -1.
Screening COc1cc(C(=O)OCC2CC(c3ccccc3)=NO2)cc(OC)c1OC (stereo not given) returned NR1D1 modulator 1, hcDAF12 agonist 3.1, DAX1 inh-1 1.5, DAX1 inh-2 0.4, SMARCA2 activ -2, FXN GAA850 act 2.0, PG9 binder -1.7, PLC-beta3 inh -3, hgDAF12 agonist 6.6, ssDAF-12 act -1.6 and sPLA2-III inh -7.
For O=C(CN(Cc1ccccc1)S(=O)(=O)c1ccc(F)cc1)NCc1ccccn1 the results were NR1D1 modulator 11, hcDAF12 agonist -2.0, DAX1 inh-1 -2.2, DAX1 inh-2 0.0, SMARCA2 activ -1, FXN GAA850 act 0.9, PG9 binder 1.1, PLC-beta3 inh -3, hgDAF12 agonist 1.5, ssDAF-12 act -0.6 and sPLA2-III inh 0.
For Cn1nc(-c2ccccc2)c(N2CCCCC2)cc1=O the results were NR1D1 modulator -6, hcDAF12 agonist -1.4, DAX1 inh-1 1.2, DAX1 inh-2 -0.2, SMARCA2 activ -1, FXN GAA850 act 2.3, PG9 binder 0.5, PLC-beta3 inh -3, hgDAF12 agonist -4.0, ssDAF-12 act -1.3 and sPLA2-III inh 1.
For O=C(Nc1nnc(C(F)(F)F)s1)C1COc2ccccc2O1 (stereo not given) the results were NR1D1 modulator 2, hcDAF12 agonist 0.1, DAX1 inh-1 0.5, DAX1 inh-2 0.1, SMARCA2 activ -2, FXN GAA850 act 1.9, PG9 binder 2.0, PLC-beta3 inh -2, hgDAF12 agonist 2.3, ssDAF-12 act -1.1 and sPLA2-III inh -11.
CC(C)(C)OC(=O)N1CCC[C@H]1c1nnc(SCc2cccc(Cl)c2)o1 was read as NR1D1 modulator 12, hcDAF12 agonist -0.8, DAX1 inh-1 -0.8, DAX1 inh-2 -0.2, SMARCA2 activ -1, FXN GAA850 act 0.9, PG9 binder -1.3, PLC-beta3 inh -7, hgDAF12 agonist -1.8, ssDAF-12 act -1.6 and sPLA2-III inh -12.
For CC1CCCCC1NC(=O)COC(=O)c1cc(=O)c2ccccc2o1 (stereo not given) the results were NR1D1 modulator -2, hcDAF12 agonist 1.0, DAX1 inh-1 0.9, DAX1 inh-2 -0.1, SMARCA2 activ -2, FXN GAA850 act 2.1, PG9 binder 2.1, PLC-beta3 inh -1, hgDAF12 agonist 0.0, ssDAF-12 act -1.8 and sPLA2-III inh 1.
For Cc1cc(C)c(NC(=O)CNC(=O)c2ccc3c(=O)n4c(nc3c2)CCC4)c(C)c1 the results were NR1D1 modulator -1, hcDAF12 agonist 0.2, DAX1 inh-1 -0.3, DAX1 inh-2 -1.2, SMARCA2 activ 0, FXN GAA850 act 0.1, PG9 binder -1.3, PLC-beta3 inh -6, hgDAF12 agonist -0.6, ssDAF-12 act -1.1 and sPLA2-III inh 1.
For O=C(Nc1ccc(Cc2ccncc2)cc1)C1CCC(N2C(=O)C3C4C=CC(C5CC45)C3C2=O)CC1 (stereo not given) the results were NR1D1 modulator -6, hcDAF12 agonist -2.9, DAX1 inh-1 -0.8, DAX1 inh-2 -0.8, SMARCA2 activ -1, FXN GAA850 act -0.7, PG9 binder 1.4, PLC-beta3 inh 1, hgDAF12 agonist -0.6, ssDAF-12 act -1.4 and sPLA2-III inh -4.
O=C(/C=C/c1ccco1)Oc1ccc(C(=S)N2CCOCC2)cc1 was read as NR1D1 modulator -5, hcDAF12 agonist -0.5, DAX1 inh-1 0.2, DAX1 inh-2 0.0, SMARCA2 activ -1, FXN GAA850 act 7.4, PG9 binder -0.6, PLC-beta3 inh 1, hgDAF12 agonist -2.7, ssDAF-12 act -0.7 and sPLA2-III inh 2.
Cc1ccc(CCN2CCN=C2Nc2ccccc2)cc1 was read as NR1D1 modulator 0, hcDAF12 agonist -1.9, DAX1 inh-1 0.1, DAX1 inh-2 0.4, SMARCA2 activ 0, FXN GAA850 act 1.7, PG9 binder 2.0, PLC-beta3 inh 1, hgDAF12 agonist 1.1, ssDAF-12 act -1.3 and sPLA2-III inh 8.
For c1ccc(Cn2nnnc2C(c2cccnc2)N2CCN(c3ccccc3)CC2)cc1 (stereo not given) the results were NR1D1 modulator 4, hcDAF12 agonist -0.5, DAX1 inh-1 -0.1, DAX1 inh-2 -0.2, SMARCA2 activ 1, FXN GAA850 act -0.5, PG9 binder -0.1, PLC-beta3 inh 1, hgDAF12 agonist -1.5, ssDAF-12 act -1.1 and sPLA2-III inh -4.
`CN(C)Cc1c(-c2ccc(Cl)cc2)nc2ccccn12` gave NR1D1 modulator 0, hcDAF12 agonist 2.7, DAX1 inh-1 5.4*, DAX1 inh-2 2.3, SMARCA2 activ 5, FXN GAA850 act 3.9, PG9 binder 0.3, PLC-beta3 inh -2, hgDAF12 agonist 18*, ssDAF-12 act -0.8 and sPLA2-III inh -1.
`Cc1cc(N/C=C\c2nnnn2-c2ccc(F)cc2)no1` gave NR1D1 modulator -3, hcDAF12 agonist 0.4, DAX1 inh-1 0.8, DAX1 inh-2 -0.4, SMARCA2 activ -2, FXN GAA850 act 0.1, PG9 binder -0.4, PLC-beta3 inh -1, hgDAF12 agonist 1.6, ssDAF-12 act -1.0 and sPLA2-III inh -4.
For Cc1ccc(C(=O)C2=C(O)C(=O)N(CC3CCCO3)C2c2ccccc2F)o1 (stereo not given) the results were NR1D1 modulator 2, hcDAF12 agonist -1.3, DAX1 inh-1 -1.3, DAX1 inh-2 0.5, SMARCA2 activ -2, FXN GAA850 act -2.9, PG9 binder 13*, PLC-beta3 inh -20, hgDAF12 agonist 1.0, ssDAF-12 act -0.6 and sPLA2-III inh -5.
O=C1[C@H]2[C@@H](c3ccc(F)cc3)N3C(=O)N(c4ccc(Br)cc4)C(=O)[C@@]3(Cc3ccc(Cl)cc3)[C@H]2C(=O)N1C1CCCCC1 was read as NR1D1 modulator 1, hcDAF12 agonist 0.7, DAX1 inh-1 -0.5, DAX1 inh-2 0.4, SMARCA2 activ -1, FXN GAA850 act 9.5*, PG9 binder 1.1, PLC-beta3 inh 1, hgDAF12 agonist 0.3, ssDAF-12 act -0.1 and sPLA2-III inh 7.
Screening C/C(=N\NC(=O)c1nnn(-c2nonc2N)c1-c1cccs1)c1ccncc1 returned NR1D1 modulator 1, hcDAF12 agonist -1.1, DAX1 inh-1 0.1, DAX1 inh-2 0.8, SMARCA2 activ -3, FXN GAA850 act -0.9, PG9 binder 1.0, PLC-beta3 inh -22, hgDAF12 agonist 0.8, ssDAF-12 act -1.4 and sPLA2-III inh -9.
`CCCCN(C(=O)C1CSC2(C)CCC(=O)N12)c1c(N)n(CC(C)C)c(=O)[nH]c1=O` (stereo not given) gave NR1D1 modulator 2, hcDAF12 agonist 0.0, DAX1 inh-1 0.2, DAX1 inh-2 0.8, SMARCA2 activ -2, FXN GAA850 act 1.8, PG9 binder -1.1, PLC-beta3 inh -3, hgDAF12 agonist -0.9, ssDAF-12 act -0.8 and sPLA2-III inh 5.
`O=c1cc(-c2ccccc2)nc(SCc2ccccc2)[nH]1` gave NR1D1 modulator -5, hcDAF12 agonist 2.8, DAX1 inh-1 -0.6, DAX1 inh-2 -0.3, SMARCA2 activ 1, FXN GAA850 act 1.9, PG9 binder -1.3, PLC-beta3 inh -5, hgDAF12 agonist 2.4, ssDAF-12 act -0.1 and sPLA2-III inh -6.
